Screening data: PubChem BioAssay, National Center for Advancing Translational Sciences (NCATS)
Tau fibril FP = blocks human tau fibril formation measured by polarization. P10636. K18 P301L tau heparin fibrillization, Alexa594 FP, 6 h. Potency, µM (series often up to 57.7 µM), without a hit: at the top dose activity, negative = inhibition, actives largely listed as inhibitors. 280,000 tested, 0.39% active. AID 1468; further: nearly all actives have a fitted effect of over 55% in size
Target sequence (P10636 561-689 P618L limits assumed): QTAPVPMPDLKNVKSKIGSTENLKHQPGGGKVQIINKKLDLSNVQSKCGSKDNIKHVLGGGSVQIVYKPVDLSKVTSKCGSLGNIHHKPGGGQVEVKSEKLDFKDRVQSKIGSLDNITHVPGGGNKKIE
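Human tau K18 […] P301L fragment, 15 uM unlabeled plus 0.24 uM Alexa 594-labeled tau (final), with compound and 20 uM heparin in 100 mM sodium acetate pH 7; 6 hr at 37 C, then Alexa 594 FP read.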
Tau fluor cs = counter-screen for tau fibril formation inhibitors; tau K18 P301L Alexa594 fluorescence, heparin fibrillization; Potency, µM (doses to about 57.7 µM), without a hit: top-dose activity change, negative = decrease; 280,000 tested, 0.93% active; AID 1463; further: nearly all actives have a fitted effect of over 55% in size
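Human tau K18 P301L (15 uM unlabeled, 0.24 uM Alexa 594-labeled) in 100 mM sodium acetate pH 7 with 20 uM heparin, 6 hr at 37 C. ThT 30 uM added, 1 hr ambient; Alexa 594 FP and total fluorescence read at 555/632 nm.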
ALDH1A1 block = blocks purified human ALDH1A1 activity. Potency, µM (doses to about 75.3 µM), for inactives: at the highest dose activity, negative = inhibition, most hits filed as inhibitors. 220,000 tested, 7.3% active. AID 1030. Purified ALDH1A1, NADH fluorescence, propionaldehyde substrate; active means well fitted inhibition curve with a large enough effect, not every such curve was filed as active; inconclusive means small, poorly fitted or top-dose-only effect, or another doubt; inactive means no such curve, though single readings can be large or run the other way;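 further: plate controls were no enzyme wells and a reference inhibitor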
Target sequence (P00352 whole entry, looked up): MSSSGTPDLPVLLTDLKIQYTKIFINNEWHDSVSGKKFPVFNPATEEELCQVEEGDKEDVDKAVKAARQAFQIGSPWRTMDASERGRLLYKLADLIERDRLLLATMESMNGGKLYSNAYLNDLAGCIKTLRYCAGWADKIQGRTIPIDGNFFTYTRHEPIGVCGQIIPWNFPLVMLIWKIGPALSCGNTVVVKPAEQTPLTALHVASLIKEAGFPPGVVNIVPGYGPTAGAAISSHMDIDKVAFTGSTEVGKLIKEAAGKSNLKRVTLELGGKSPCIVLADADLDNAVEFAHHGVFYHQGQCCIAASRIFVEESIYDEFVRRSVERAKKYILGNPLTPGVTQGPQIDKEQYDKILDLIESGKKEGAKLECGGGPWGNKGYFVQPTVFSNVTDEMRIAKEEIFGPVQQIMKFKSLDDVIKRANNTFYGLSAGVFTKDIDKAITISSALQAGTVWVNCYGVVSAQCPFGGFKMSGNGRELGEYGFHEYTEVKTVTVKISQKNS
L3MBTL1 block = inhibitors of human L3MBTL1 | Q9Y468 | 230,000 tested, 0.66% active | Potency, µM (highest dose often 57.1 µM), for the others: at the top dose activity, negative = inhibition, usual class: inhibitors | AlphaScreen L3MBTL1–H3K9me1 peptide binding; further: nearly all actives have a fitted effect of over 60% in size
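Displacement of a biotinylated histone H3(1-15) peptide monomethylated at Lys9 (75 nM) from L3MBTL1 (50 nM) was measured by AlphaScreen after a 30 min room-temperature compound incubation; cefsulodin titration served as intraplate control.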
TexasRed fluor = counter-screen for TRb-SRC2 inhibitors: fluorescence interference; Potency, µM (series often up to 106 µM), without a hit: at the top dose fluorescence change, negative = quenching; TRb/SRC2 Texas Red total fluorescence interference; 280,000 tested, 0.29% active; active means well fitted curve in either direction with a large enough effect; inconclusive means small, poorly fitted or top-dose-only effect
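Human TRb ligand-binding domain at 0.6 uM with 20 nM Texas Red SRC2 peptide in Tris buffer containing 1 uM T3 and 5% DMSO, incubated with compound 5 h at ambient temperature. Total fluorescence (555/632 nm) calculated as parallel + 2 × perpendicular.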
TRb-SRC2 inh = disrupts binding of human TR beta to SRC2 | P10828 | TRbeta-SRC2 peptide binding, fluorescence polarization; receptor liganded with 1 µM T3 | 280,000 tested, 0.065% active | Potency, µM (top dose mostly 106 µM), without a hit: at the top dose activity change, negative = inhibition, usual class: inhibitors | AID 1469;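 further: plate controls were bound peptide for no effect and peptide without receptor for full effect; nearly all actives have a fitted effect of over 50% in size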
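Fluorescence polarization of 20 nM Texas Red SRC2 peptide (20-aa NR interaction domain) bound to 0.6 uM human TRb ligand-binding domain, with 1 uM T3, after 5 hr at ambient temperature; inhibition seen as decreased polarization.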
Tau fibril ThT = blocks human tau fibril formation measured by thioflavin T; AID 1460; recombinant tau K18 P301L (four-repeat tau fragment), heparin-induced fibrillization, ThT fluorescence; Potency, µM (series often up to 57.4 µM), without a hit: top-dose activity, negative = inhibition, actives largely listed as inhibitors; 270,000 tested, 2.1% active; P10636; further: nearly all actives have a fitted effect of over 55% in size
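Tau K18 P301L fragment (15 uM unlabeled plus 0.24 uM Alexa 594-labeled) in 100 mM sodium acetate pH 7 with compound, fibrillization induced by 20 uM heparin for 6 hr at 37 C. Thioflavin T (30 uM) added, fluorescence read after 1 hr (ex 450, em 510 nm).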
aGal spleen mod = inhibitors or activators of human alpha-galactosidase in spleen homogenate; Potency, µM (series often up to 80 µM), without a hit: top-dose activity change, negative = inhibition, usual class: inhibitors; 240,000 tested, 0.008% active; human spleen homogenate, 4MU-alpha-Gal fluorescence, 40 min; P06280;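 further: 0% = enzyme with vehicle and -100% = no enzyme basal signal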
Target sequence (P06280 32-429 limits assumed): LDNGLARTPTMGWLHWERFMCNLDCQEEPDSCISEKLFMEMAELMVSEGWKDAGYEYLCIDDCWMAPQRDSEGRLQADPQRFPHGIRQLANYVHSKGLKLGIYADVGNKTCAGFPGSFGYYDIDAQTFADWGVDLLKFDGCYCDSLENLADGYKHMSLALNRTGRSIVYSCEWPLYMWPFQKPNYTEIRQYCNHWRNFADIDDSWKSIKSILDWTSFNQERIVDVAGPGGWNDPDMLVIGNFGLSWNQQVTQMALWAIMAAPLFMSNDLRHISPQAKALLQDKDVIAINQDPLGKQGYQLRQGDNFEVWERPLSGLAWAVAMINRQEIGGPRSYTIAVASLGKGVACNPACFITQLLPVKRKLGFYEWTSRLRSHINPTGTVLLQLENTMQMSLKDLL
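Human spleen homogenate (1 ug) was the enzyme source, with 4-methylumbelliferyl-alpha-D-galactopyranoside (1 mM final) in pH 5.0 citrate buffer with 0.01% Tween-20. Compounds were titrated; after 40 min at 37C, NaOH/glycine stop, 4-MU fluorescence read; AC50 from Hill fits.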
Numbers without * were called inactive; ? = inconclusive; . = not tested or not shown; [ ] = another dose, or the depositor's remark. Unless noted, the call rests on the fitted dose curve; in most records, active means well fitted curve in the direction sought with a large enough effect; inconclusive means small, poorly fitted or top-dose-only effect, or another doubt; inactive means no such curve, though single readings can be large; an effect the other way counts as inactive or inconclusive. Unless noted, on the % scale 0 is the no-effect control and ±100 the full control effect; potency means the concentration at half of the fitted maximal effect.

SMILES	Tau fibril FP	Tau fluor cs	ALDH1A1 block	L3MBTL1 block	TexasRed fluor	TRb-SRC2 inh	Tau fibril ThT	aGal spleen mod
COc1cc(C)c(NC(c2ccccc2)c2ccccc2)cc1OC	5.0%	-26.9%	-9.9%	-22.6%	-3.2%	-7.2%	?	-2.3%
Cc1nc2c3ccccc3nc(NNC(=O)CCC(=O)NCCC(C)C)n2n1	-4.6%	-12.0%	4.5%	?	-3.0%	1.6%	-2.8%	2.2%
COc1ccc(C)cc1S(=O)(=O)N(C)CC(=O)Nc1ccc2c(c1)OCCO2	-7.3%	-7.5%	-1.5%	5.2%	0.7%	3.3%	-7.8%	4.5%
O=C(CCCNC(=O)/C(=C/c1ccc(Br)cc1)NC(=O)c1ccccc1)OCc1ccccc1	-10.3%	-2.2%	-3.6%	-1.4%	-2.7%	2.9%	4.2%	0.1%
CCCn1c2ccccc2c2cnn(CC(=O)NCCCN(Cc3ccccc3)C(C)C)c(=O)c21	0.6%	-2.9%	.	.	7.6%	5.0%	-5.6%	.
Cc1ccc(-c2[nH]ncc2/C=N/n2c(COc3ccccc3)nc3ccccc3c2=O)cc1	2.1%	0.3%	1.6%	1.6%	3.3%	-4.7%	9.4%	-5.1%
COc1ccc(-c2cc(OC(=O)c3cccc(C)c3)c3c(C)oc(C)c3c(=O)c2)cc1	-1.9%	-18.9%	.	.	12.4%	7.1%	?	.
CCCCCn1c(CCNC(=O)c2ccc(F)cc2)nc2ccccc21	3.0%	-21.1%	.	.	-1.8%	-0.8%	-14.2%	.
Cc1ccc(CCNC(=O)C2CCCN2S(=O)(=O)c2ccc3c(c2)CCC(=O)N3)cc1 (stereo not given)	-5.5%	2.0%	-12.9%	3.5%	1.1%	-2.9%	1.6%	-2.2%
CCCC(=O)Nc1cccc(NC(=S)NC(=O)C(C)Oc2ccc(Cl)cc2Cl)c1 (stereo not given)	8.8%	5.9%	10µM*	15.2%	2.9%	-20.3%	8.2%	5.5%
Cc1cccc(NC(=O)C2c3ccccc3Oc3ccccc32)n1	-11.5%	-25.4%	4.8%	-3.4%	-2.4%	8.9%	-9.5%	4.3%
CCOc1ccc(N/C=C/C(=O)c2ccc(C)cc2)c([N+](=O)[O-])c1	-3.4%	-20.7%	-5.7%	-8.0%	2.8%	6.3%	1.12µM*	-3.3%
CCCN(C(=O)c1c(C)oc2ncn(CC(C)C)c(=O)c12)c1ccccc1C	-7.5%	-18.5%	.	.	-3.5%	4.1%	-13.6%	.
Cc1c(NC(=O)CC(=O)Nc2c(C)n(C)n(-c3ccccc3)c2=O)c(=O)n(-c2ccccc2)n1C	-0.8%	2.6%	1.6%	-0.2%	-3.3%	-0.5%	-4.0%	12.8%
CCOc1ccc(C2OC34CCCCC3C(C#N)(C#N)C2(C#N)C(=N)O4)cc1OC (stereo not given)	-7.9%	-10.8%	?	.	0.7%	-9.4%	?	?
CCCCC(CCCC)=N/N=C/c1c(O)n(CC)c2cc(C3=NNC(=O)CC3)ccc12	1.4%	-20.5%	?	-2.0%	0.1%	4.4%	?	5.4%
COc1ccc(-c2nc(CNC(=O)NC3CCCCC3)c(C)o2)c(OC)c1	5.5%	-3.2%	.	.	-0.8%	9.4%	-9.7%	.
O=C(C1CC(c2ccc(F)cc2)=NO1)N1CCN(Cc2ccccc2)CC1 (stereo not given)	-8.2%	-13.6%	-7.8%	.	-4.1%	-8.5%	-6.8%	3.9%
COCCn1nnnc1C(C(C)C)N(Cc1ccccc1)Cc1cc2cc(OC)ccc2[nH]c1=O (stereo not given)	-5.6%	-29.3%	?	.	-0.9%	-20.3%	?	25.6%
Cc1c(NC(=O)C2C3C=CC(C3)C2C(=O)O)c(=O)n(-c2ccccc2)n1C (stereo not given)	4.8%	1.7%	1.8%	.	0.0%	-2.2%	-2.7%	3.1%
CC(C)c1onc(C(=O)NCc2ccc(F)cc2)c1[N+](=O)[O-]	-8.0%	-6.0%	1.9%	-3.5%	1.1%	-3.1%	-5.4%	4.4%
COc1ccccc1NC(=O)c1ccc(NS(=O)(=O)c2ccc(F)c(F)c2F)cc1	-12.4%	7.6%	?	36.8%[activator]	0.5%[53 µM]	-2.9%[53 µM]	9.8%	3.4%
CC(NC(=O)CSC1=NCCS1)c1ccccc1 (stereo not given)	6.7%	-1.2%	-0.5%	9.9%	-1.5%	-5.6%	-4.0%	2.0%
Cc1cc2nc3n(c2cc1C)CC1CC(C(=O)NCCc2cccs2)N(C)C31 (stereo not given)	1.5%	-1.5%	.	.	-1.5%	-6.5%	-8.8%	6.2%
O=C(O)c1cccnc1-c1ncccc1C(=O)O	-7.9%	4.3%	-10.7%	-1.1%	4.8%	6.4%	0.2%	0.4%

2 of these compounds in a different format:
compound,Tau fibril FP,Tau fluor cs,ALDH1A1 block,L3MBTL1 block,TexasRed fluor,TRb-SRC2 inh,Tau fibril ThT,aGal spleen mod
O=C(C1CC(c2ccc(F)cc2)=NO1)N1CCN(Cc2ccccc2)CC1 (stereo not given),-8.2%,-13.6%,-7.8%,.,-4.1%,-8.5%,-6.8%,3.9%
Cc1c(NC(=O)CC(=O)Nc2c(C)n(C)n(-c3ccccc3)c2=O)c(=O)n(-c2ccccc2)n1C,-0.8%,2.6%,1.6%,-0.2%,-3.3%,-0.5%,-4.0%,12.8%

Single entries from the entries so far:
Cc1cccc(NC(=O)C2c3ccccc3Oc3ccccc32)n1 in aGal spleen mod: 4.3%
CC(C)c1onc(C(=O)NCc2ccc(F)cc2)c1[N+](=O)[O-] in Tau fibril ThT: -5.4%
Cc1cc2nc3n(c2cc1C)CC1CC(C(=O)NCCc2cccs2)N(C)C31 (stereo not given) in Tau fibril ThT: -8.8%
COc1ccc(C)cc1S(=O)(=O)N(C)CC(=O)Nc1ccc2c(c1)OCCO2 in Tau fluor cs: -7.5%
CCCC(=O)Nc1cccc(NC(=S)NC(=O)C(C)Oc2ccc(Cl)cc2Cl)c1 (stereo not given) in ALDH1A1 block: 10µM*

Returning to the listing; the 3 compounds before the break are reprinted first.
SMILES	Tau fibril FP	Tau fluor cs	ALDH1A1 block	L3MBTL1 block	TexasRed fluor	TRb-SRC2 inh	Tau fibril ThT	aGal spleen mod
CC(NC(=O)CSC1=NCCS1)c1ccccc1 (stereo not given)	6.7%	-1.2%	-0.5%	9.9%	-1.5%	-5.6%	-4.0%	2.0%
Cc1cc2nc3n(c2cc1C)CC1CC(C(=O)NCCc2cccs2)N(C)C31 (stereo not given)	1.5%	-1.5%	.	.	-1.5%	-6.5%	-8.8%	6.2%
O=C(O)c1cccnc1-c1ncccc1C(=O)O	-7.9%	4.3%	-10.7%	-1.1%	4.8%	6.4%	0.2%	0.4%
COc1ccc(NC(=O)Nc2ccccc2C(N)=O)cc1OC	6.8%	5.1%	-3.6%	.	-1.2%	-24.3%	0.6%	3.7%
O=C(c1ccc(S(=O)(=O)N2CCCCC2)cc1)N1CCc2ccccc2C1	16.8%	-0.6%	?	-8.0%	-0.8%	-2.1%	-7.4%	-1.7%
COc1cccc(C2CC(=O)Nc3c2c(=O)[nH]c2nc4ccccc4n32)c1 (stereo not given)	-4.5%	-26.8%	.	.	?	-7.9%	?	.
CSc1nc2ccccc2n1CC(=O)Nc1c(C)cccc1C	-2.3%	-1.2%	11.4%	3.7%[11.4 µM]	0.0%	11.6%	3.9%	9.4%
S=C(NCCN1CCOCC1)Nc1ccc(Cl)cc1	-1.1%	-8.9%	4.4%	-1.2%	-1.4%	-1.4%	-4.0%	0.9%
COC(=O)C1C2C=CC3(CN(CC4CCCO4)C(=O)C13)O2 (stereo not given)	5.8%	2.5%	-8.2%	5.1%	1.6%	10.1%	1.4%	-1.2%
Cc1ccccc1N1CCN(Cc2c[nH]c3ccccc23)CC1	5.6%	-23.8%	-6.4%	.	-1.0%	0.4%	-12.9%	0.7%
Cc1cc(C)nc(Sc2c(F)c(F)c(C(F)(F)F)c(F)c2F)n1	-2.9%	-3.3%	9.9%	4.7%	4.3%	1.5%	-7.6%	-1.9%
CCOC(=O)N1CCC(NC(=O)c2ccc3c(c2)N(Cc2ccccc2)CCS3)CC1	?	-19.0%	?	.	-2.1%	-5.5%	?	11.1%
O=C(Nc1ccccc1N1CCOCC1)c1cc(F)cc(F)c1	-9.4%	-6.0%	-2.8%	0.9%	-2.2%	-7.3%	4.1%	-15.4%
O=C(Nc1ccc(-c2csc(-c3ccccc3)n2)cc1)c1ccccc1	-19.0%	-20.4%	6.8%	4.4%	0.3%	-1.4%	-12.3%	-3.2%
Cc1ccc(CNCc2cc3c(C(C)(C)C)nn(-c4ccccc4)c3[nH]c2=O)cc1	-6.1%	-25.3%	-5.9%	.	-0.8%	13.8%	-12.7%	-4.4%
COc1ccc(CNC(=O)C2CC=CCC2C(=O)O)cc1OC (stereo not given)	8.9%	11.6%	-0.8%	5.8%	-4.3%	-5.1%	11.4%	-8.6%
Cn1nnnc1SCC(=O)Nc1ccc(Cl)cc1Cl	-0.3%	-2.6%	14.1%	2.6%	-2.7%	-0.2%	-3.7%	8.0%
O=C(O)CC12CC3CC(C1)CC(n1ncc(NCc4ccc(F)cc4)c(Cl)c1=O)(C3)C2	-8.3%	-8.0%	?	-1.9%	-2.4%	-0.5%	-16.0%	0.7%
COCc1cc(C)nc2sc3c(=O)n(-c4cccc5ccccc45)nnc3c12	-6.5%	-13.6%	?	-2.0%	4.5%	3.6%	?	5.2%
CCOc1ccc(NS(=O)(=O)c2ccc(N)cc2)cc1	4.5%	-7.2%	6.5%	.	-5.7%	-4.8%	-10.1%	-1.4%
COc1cc2[nH]c3c(N4CCN(c5ccc(Cl)cc5)CC4)ncnc3c2cc1OC	13.7%	?	?	-10.1%	-5.2%	8.2%	?	0.7%
CCc1ccccc1NC(=O)c1nnn(CC(=O)Nc2c(C)cc(C)cc2C)c1N	-16.3%	-1.2%	.	.	0.3%	-17.2%	4.6%	.
